Screens: PubChem, National Center for Advancing Translational Sciences (NCATS)
D2 agonist – agonists of human D2 dopamine receptor; AID 485358; HEK293 T-REx D2 cells, calcium flux agonist mode; activation, % at 2 µM; P14416; actives 0.53% (n = 340,000);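 active means activation over 3 SD above normal in the single-dose calcium agonist read, cut at about 30% in these data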; further: 0% is about no effect
Target sequence (P14416 whole entry, looked up): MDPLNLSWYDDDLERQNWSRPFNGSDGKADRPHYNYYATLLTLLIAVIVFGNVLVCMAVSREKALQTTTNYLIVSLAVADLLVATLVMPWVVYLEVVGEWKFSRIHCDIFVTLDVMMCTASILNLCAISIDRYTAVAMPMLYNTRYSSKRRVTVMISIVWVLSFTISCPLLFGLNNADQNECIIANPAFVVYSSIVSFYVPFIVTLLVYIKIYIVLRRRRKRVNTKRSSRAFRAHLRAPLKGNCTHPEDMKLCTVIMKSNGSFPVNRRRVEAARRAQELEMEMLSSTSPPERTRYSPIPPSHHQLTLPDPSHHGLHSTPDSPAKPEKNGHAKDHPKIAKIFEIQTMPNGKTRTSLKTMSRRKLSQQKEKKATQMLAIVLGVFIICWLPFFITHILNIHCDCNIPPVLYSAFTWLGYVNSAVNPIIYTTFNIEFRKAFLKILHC
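Calcium-flux readout, 1 cycle/sec over 180 s following compound pin transfer, in inducible HEK293 Trex D2 cells (force-coupled); dopamine controls included. Positive calcium responses during this window marked compounds as potential agonists.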
Vif-APOBEC3G blk – inhibitors of Vif-APOBEC3G interaction. Q9HC16. HeLa A3G-eYFP + Vif (tagged APOBEC3G with the HIV-1 protein that degrades it), YFP fluorescence, overnight. Potency, µM (titrated, usually from 46.1 µM), for inactives: at the highest dose activity, negative = active, most hits filed as inhibitors. actives 0.076% (n = 410,000). AID 602310;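 further: potency means the concentration at half of the fitted maximal effect; on the % scale 0 is the no-effect control and ±100 the full control effect; nearly all actives have a fitted effect of over 60% in size; hits raise eYFP signal because A3G escapes Vif-driven loss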
Target sequence (Q9HC16 whole entry, looked up): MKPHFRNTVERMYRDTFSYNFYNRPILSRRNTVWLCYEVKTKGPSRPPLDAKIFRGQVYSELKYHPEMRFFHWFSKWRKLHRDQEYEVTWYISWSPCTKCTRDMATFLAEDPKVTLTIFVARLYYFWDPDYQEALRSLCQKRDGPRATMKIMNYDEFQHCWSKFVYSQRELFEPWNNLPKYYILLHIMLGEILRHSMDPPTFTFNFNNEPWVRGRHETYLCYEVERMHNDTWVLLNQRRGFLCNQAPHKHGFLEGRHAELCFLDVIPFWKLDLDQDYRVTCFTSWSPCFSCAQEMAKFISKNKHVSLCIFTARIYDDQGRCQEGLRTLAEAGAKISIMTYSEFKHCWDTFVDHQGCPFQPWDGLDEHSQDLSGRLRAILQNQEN
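HeLa cells stably expressing Vif and C-terminally eYFP-tagged A3G, seeded overnight at 37 deg C, then exposed to compound by pintool overnight at 37 deg C. Rise in yellow fluorescence (Ex 488/Em 500-530, Acumen) marks blocked Vif-driven A3G degradation.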
GRP78 ERSR act – induces the endoplasmic reticulum stress response in human glioma cells | U87-MG GRP78 promoter luciferase reporter, 16 h | Potency, µM, for the others: top-dose activation, hits mostly activators | actives 0.02% (n = 420,000); further: potency means the concentration at half of the fitted maximal effect; series mostly up to about 76 µM; % of control where 0% means no effect; nearly all actives have a fitted effect of over 35% in size
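Stably transfected U87-MG human glioma cells carrying a GRP78-based luminescent sensor were seeded at 1000 cells/well, pin-dosed with compounds and incubated 16 h. Luciferase reagent was then added, and end-point luminescence was read after 10 min at room temperature.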
LDHA inh – blocks human lactate dehydrogenase A. purified LDHA, NADH/diaphorase-resazurin fluorescence; stronger effect = lower value. activity change, % (values are at about 110 or 230 µM). P00338. actives 0.15% (n = 480,000); in the data active means activity change below about -30%; inconclusive means mostly about -25% to -30%;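 further: plate controls were DMSO wells for no effect and wells without enzyme for full effect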
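LDH5 2 nM; NADH 0.06 mM, pyruvate 0.2 mM; 200 mM Tris pH 7.4, EDTA, Tween-20; 5 min RT. Detection: diaphorase 0.133 mg/mL + resazurin 37 µM, fluorescence ex540/em590 at 0 and 20 min; normalized to enzyme-free and DMSO wells.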
Vif-A3F inh – blocks the Vif interaction with APOBEC3F. Potency, µM (highest dose often 46.1 µM), inactives show at the highest dose activity, negative = active. AID 602313. actives 0.2% (n = 390,000). HeLa A3F-eYFP + Vif (tagged APOBEC3F with the HIV-1 protein that degrades it), YFP fluorescence increase; further: potency means the concentration at half of the fitted maximal effect; % of control where 0% means no effect; nearly all actives have a fitted effect of over 65% in size
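Fluorescence increase (Ex 488/Em 500-530) after overnight compound treatment at 37 deg C flags inhibition of Vif-driven A3F-eYFP loss in stable HeLa A3F-eYFP/Vif cells seeded overnight beforehand.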
ERG Ets-DNA blk – inhibitors of human ERG Ets domain-DNA interaction | fluorescence polarization, His-ERG Ets domain / labelled DNA | Potency, µM (doses to about 76.9 µM), inactives show top-dose FP activity, negative = inhibition, usual class: inhibitors | P11308 | actives 0.028% (n = 370,000); active means well fitted inhibition curve with a large enough effect in the polarisation, with a control signal flat; inconclusive means small, poorly fitted or top-dose-only effect, or effect the other way, or a change in a side signal; inactive means no such curve, though single readings can be large or run the other way; the % refers to the polarisation;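 further: polarization taken with two DNA probes labelled with fluorescein and Texas red; potency means the concentration at half of the fitted maximal effect; % of control where 0% means no effect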
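His-tagged ERG Ets domain (1 uM in the protein solution; 300mM KCl, 50mM Tris-HCl, 1mM EDTA, 1mM DTT, pH 7.5) received compound, then a probe mix of 5 nM fluorescein-DNA and 100nM Texas-615-DNA. Fluorescence polarization was read for both dyes.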
RGS4 inh – blocks human RGS4-accelerated GTP hydrolysis. Potency, µM (doses to about 114 µM), without a hit: at the top dose activity change, negative = inhibition, hits mostly inhibitors. actives 0.039% (n = 390,000). P49798. AID 504845. Transcreener GDP fluorescence polarization, RGS4-accelerated GTP hydrolysis; further: potency means the concentration at half of the fitted maximal effect; on the % scale 0 is the no-effect control and ±100 the full control effect; nearly all actives have a fitted effect of over 75% in size; some results filed as inactive show a strong effect at the top dose
Target sequence (P49798 whole entry, looked up): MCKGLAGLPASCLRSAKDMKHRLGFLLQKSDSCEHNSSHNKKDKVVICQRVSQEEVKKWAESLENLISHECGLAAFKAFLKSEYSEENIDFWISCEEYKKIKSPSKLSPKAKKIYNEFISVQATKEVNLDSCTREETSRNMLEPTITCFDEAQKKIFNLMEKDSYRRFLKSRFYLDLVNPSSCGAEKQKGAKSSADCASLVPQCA
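MLSMR compounds (23 nl, pin-transferred) preincubated 10 min at room temperature with a 500nM (2x) first reagent, then RGS4 at 900nM (2x) plus Transcreener GDP mix added; fluorescence polarization (620/688 nm) read before and after 90 min at 30 °C.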
D2 antagonist – antagonizes the human D2 dopamine receptor. inhibition, % at 10 µM. P14416. actives 2% (n = 340,000). HEK293 TREx D2 cells, calcium flux, dopamine EC80; in the data active means inhibition above about 30%; further: 0% is about no effect
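Calcium mobilization kinetics were recorded at 1 s intervals in tetracycline-induced HEK293 T-REx D2 cells, first for 180 s after compound addition and then 180 s after EC80 dopamine.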
12-LOX inh – ALOX12 (human) lipoxygenase inhibition. purified 12hLO, xylenol orange hydroperoxide absorbance. P18054. actives 1.1% (n = 580,000). Potency, µM (highest dose often 108 µM), without a hit: at the highest dose activity change, negative = inhibition, actives largely listed as inhibitors; further: potency means the concentration at half of the fitted maximal effect; on the % scale 0 is the no-effect control and ±100 the full control effect
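Hydroperoxide product was detected by ferrous iron/xylenol orange as the 573 to 405 nm absorbance ratio. Arachidonic acid at 40 uM (final) was turned over for 30 min at room temperature by 150 nM human 12hLO, pH 7.0 Hepes buffer, after 15 min compound preincubation.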
An asterisk follows results filed as active; i = inactive; ? = inconclusive; · = no result given; & = joins results of further samples; [ ] = dose if it differs, or a comment. Unless noted, the call rests on the fitted dose curve; in most records, active means well fitted curve in the direction sought with a large enough effect; inconclusive means small, poorly fitted or top-dose-only effect, or another doubt; inactive means no such curve, though single readings can be large; an effect the other way counts as inactive or inconclusive. The list is partial (hit frequency here may not be typical).

nr | Compound | D2 agonist | Vif-APOBEC3G blk | GRP78 ERSR act | LDHA inh | Vif-A3F inh | ERG Ets-DNA blk | RGS4 inh | D2 antagonist | 12-LOX inh
1 | CCOc1ccc(S(=O)(=O)NCc2ccccn2)c(C)c1C | -0.2 | -12% | -1% | 0 | 20% | 7% | -7% | 8 | 0%
2 | COc1ccc(N2CCN(C(=O)C(=O)c3cn(CC(=O)N4CCCC4)c4ccccc34)CC2)cc1 | · | ? | 1% | 3 | -5% | · | · | · | 8%
3 | CC1CN(C(=O)C2CC(=O)N(c3ccc(Cl)cc3)C2)CC(C)O1 (centres undefined) | 0.3 | 0% | -4% | -3 | 2% | 0% | -3% | 15 | -10%
4 | CN(C)CCCNCCCNC(=O)c1ccco1 | 0.4 | 1%&3% | -5%&-2% | -9&-13 | 12%&-5% | -7%&-6% | -5%&17% | -2 | 0%&1%
5 | CCn1c(=N)n(CC(=O)c2ccc(Cl)c(Cl)c2)c2ccccc21 | 0.2 | 6% | 5% | -4 | ? | 3% | 1% | -15 | 4%
6 | CCn1c2ccccc2c2cc(NC(=O)CSc3nnc(-c4cccc(F)c4)o3)ccc21 | 0.0 | ? | -3% | -3 | · | -4% | 1% | 4 | 76%[activator]
7 | CCCCCCCCNC(C)C(O)c1ccc(SC(C)C)cc1 (centres undefined) | 2.1 | -11% | -6%&-12% | 4 | 3% | 16% | 23% | -15 | ?
8 | COc1cc(NS(=O)(=O)c2ccc3c(c2)n(C)c(=O)n3C)cc(OC)c1 | · | -7% | 4% | 7 | 9% | -10% | 0% | · | 43%
9 | O=C(NCCCCNC(=O)C(F)(F)F)C(F)(F)F | -0.4 | 0% | -2% | -2 | 0% | -3% | -5% | 7 | 122%[activator]
10 | COc1cc2oc3ccccc3c2cc1N(CC(=O)N1CCCCC1)S(=O)(=O)c1ccc(C)cc1 | -0.6 | -8% | -5% | -5 | -10% | 0% | 18% | 7 | -22%
11 | Cc1oc(-c2ccccc2F)nc1CS(=O)(=O)CC(=O)NCCCc1ccccc1 | -0.1 | -1% | -2% | -7&0 | -4% | -6% | -12% | -3 | -3%&8%
12 | CCOC(=O)c1ccc(NC(=O)CSc2nc3c(c(=O)n2-c2ccccc2OC)SCC3)cc1 | 0.0 | 0% | -2% | -2 | 4% | -2% | -9% | 4 | 19%
13 | Cc1ccccc1N(CC(N)=O)S(C)(=O)=O | 0.5 | -1% | -2% | 5 | 1% | 15% | -26% | -1 | 30%
14 | CN(Cc1ccccc1)C(=O)c1cc2ccccc2o1 | -0.5 | 0% | 0% | -2 | 2% | · | 9% | 1 | -39%
15 | O=C(Nc1ccc(NC(=O)C2CC2)nc1)c1cccs1 | -0.3 | 1% | 4% | 0 | 2% | 2% | -3% | -12 | 25%
16 | Cc1ccc(CNC(=O)CN(c2cc(C)cc(C)c2)S(=O)(=O)c2c(C)[nH]c(=O)[nH]c2=O)cc1 | · | -1% | -1% | -1 | 1% | 2% | 12% | · | ?
17 | O=C(Cn1ccc([N+](=O)[O-])n1)Nc1ccccn1 | -0.8 | 0% | -3% | 1 | 4% | 11% | -12% | 16 | -5%
18 | COc1cccc(-c2nc(-c3ccc(NC(=O)Cc4ccccc4OC)cc3)no2)c1 | 1.1 | 0% | 1% | 1 | 6% | 1% | ? | 15 | ·
19 | NC(=O)CC(NC(=O)c1ccccc1)c1ccc(NCCN2CCCCC2)c([N+](=O)[O-])c1 (centres undefined) | 0.1 | 0% | -3% | -13 | -1% | 14% | 2% | -19 | 4%
20 | Cc1ccc(C(=O)NC(C)c2ccccc2)cc1Br (centres undefined) | 2.8 | -1% | 0% | -1 | 4% | 11% | 13% | -10 | -14%
21 | CN(C(=O)CSc1ccccc1C(=O)O)C1CCCCC1 | -0.8 | 0% | -3% | -2 | -9% | · | 11% | -9 | -14%
22 | O=[N+]([O-])c1ccc(Sc2ccccc2Cl)nc1 | · | -6% | 0% | -8 | -1% | 6% | -18% | · | -11%
23 | c1ccc(-c2ccc3ncccc3n2)cc1 | · | -2% | -1% | 1 | · | · | · | · | 18%
24 | O=C(NCc1ccc(Cl)cc1)c1ccc2c(c1)NC(=O)C(CS(=O)(=O)Cc1ccc(F)cc1Cl)N2 (centres undefined) | -0.2 | -4% | -1% | -1 | ? | -5% | -5% | · | ?
25 | Cc1ccc(C(=O)NCC2CCCN2S(=O)(=O)c2cccs2)cc1C (centres undefined) | -0.5 | 2% | -2% | -4 | -5% | 13% | 15% | -19 | 21%
26 | Cc1nn(C(=O)c2ccoc2C)c(N)c1-c1ccccc1 | -1.5 | 0% | 2% | 0 | 4% | -17% | -7% | 25 | 19%
27 | COc1ccc(-n2cc(CNCCCN3CCCC3=O)c(-c3ccccc3Cl)n2)cc1 | 1.0 | 2% | -4% | -6 | -10% | 4% | 10% | -12 | 6%
28 | Cc1cccc(NC(=O)CNC(=O)[C@H]2O[C@@H](n3ccc(=O)[nH]c3=O)[C@H](O)[C@@H]2O)c1C | · | 1% | -1% | 3 | · | · | · | · | -2%
29 | COc1ccc(C2/C(=C(\O)c3ccc4c(c3)CC(C)O4)C(=O)C(=O)N2Cc2cccnc2)c(OC)c1 (centres undefined) | -1.5 | -1% | -2% | -5 | 7% | -7% | 21% | 1 | 11µM*
30 | NC(=O)C(Cc1ccccc1)N1C(=O)c2ccccc2C1=O (centres undefined) | 2.1 | 0% | -1% | -7 | 9% | -20% | -16% | -14 | 9%
31 | CCCc1nnc(NC(=O)CCC(=O)NC2CCCCC2)s1 | -0.2 | 1% | -4% | -3 | 6% | 1% | 6% | -1 | 7%
32 | O=C(Cc1ccccc1)N(Cc1cccnc1)c1nc2c(F)cc(F)cc2s1 | 1.2 | -3% | -2% | -12 | -6% | 0% | -7% | · | -11%
33 | O=C(NNC1CC(=O)N(c2ccc(Br)cc2)C1=O)c1ccco1 (centres undefined) | 38* | 1% | 0% | -12 | 13% | 5% | -15% | -2 | -18%
34 | COc1cc(/C=C/C(=O)c2ccccc2O)cc(OC)c1OC | · | ? | ? | -3 | 10% | 7% | -32% | · | 2%
35 | COc1ccc(CCNC(=S)c2ccccc2)cc1OC | -0.4 | 6% | -2% | -3 | -4% | -10% | 16% | -1 | -2%
36 | CN1/C(=C\C(=O)c2cccnc2)C(C)(C)c2ccccc21 | -0.6 | -5% | -2% | -1 | 5% | -5% | -2% | 32* | -30%
37 | Cc1cccc(-c2nc3c4ccccc4nc(N4CCN(c5cccc(Cl)c5)CC4)n3n2)c1 | · | -7% | -2% | -5 | 0% | 0% | -1% | · | -19%
38 | CCn1cc(C(=O)N2CCN(c3cccc(C)c3)C(C)C2)c(=O)c2cc(S(=O)(=O)N3CCOCC3)ccc21 (centres undefined) | 0.1 | 4% | -1% | 2 | 5% | 4% | 13% | · | -17%
39 | CCN(CC)C(=O)OCc1c(-c2cccc(OC)c2)ncc2ccccc12 | 0.1 | -11% | -1% | -2 | 0% | -4% | 10% | 0 | 14%
40 | CCOc1cc(C(=O)N/N=C/C2CC=CCC2)cc(OCC)c1OCC (centres undefined) | -0.2 | ? | -3% | -1 | -16% | 2% | -18% | -4 | 5%
41 | CCc1ccc(OCC(=O)Nc2ccc(Cl)c(-c3nc4ncccc4o3)c2)cc1 | 0.3 | · | · | -2 | · | -2% | -38% | · | -17%
42 | Cc1ccc(C2=Nc3ccccc3N(CC(=O)NCc3ccccc3Cl)C(=O)C2)cc1C | · | 1% | 2% | -2 | -15% | -3% | -6% | · | -23%
43 | CCCCN(C(=O)c1cccc(S(=O)(=O)N2CCN(Cc3ccccc3)CC2)c1)c1ccccc1 | 0.7 | 1% | -1% | -2 | 5% | 0% | 8% | -11 | ?
44 | N/C(=N\OC(=O)COc1ccc([N+](=O)[O-])cc1)c1cccnc1 | 1.3 | 1% | -4% | -4 | 12% | -2% | 19% | 1 | -1%
45 | COc1ccccc1CNC(=O)CSc1nnc2c(n1)[nH]c1ccc(F)cc12 | -3.1 | 0% | -2% | -11 | -8% | -6% | 11% | 0 | -15%
46 | N#C/C(=C/c1cccc(O)c1)C(=O)NCc1ccc(Cl)cc1 | -0.3 | -20% | ? | -13 | -5% | -3% | -10% | -9 | -17%
47 | Cc1ccc(S(=O)(=O)NC2CC2)s1 | -2.8 | -3% | -2% | -3 | -6% | -3% | 0% | -7 | 201%[activator]
48 | CN(C)c1ccc(C=C2C=C(c3ccccc3)OC2=O)cc1 | · | -5% | ? | 4 | -19% | · | · | · | ?
49 | CCOC(=O)c1[nH]nc(-c2c(O)cc(C)cc2O)c1-c1csc(C)n1 | 0.0 | -6% | 1% | 2 | -9% | -10% | -14% | -3 | i
50 | Cc1cccc(N2CCN(C(=O)CNC(=O)Cc3ccccc3)CC2)c1C | · | 10% | 4% | -3 | 3% | 3% | 10% | · | 7%
51 | Cc1ccc(N2CCN(CCCCN3C(=O)C4CCCN4C3=O)CC2)cc1 (centres undefined) | · | 0% | -6% | 0 | 9% | -11% | -4% | · | -9%
52 | O=C(COC(=O)Cc1ccsc1)NCc1ccc(Cl)cc1 | -1.1 | -8% | -2% | -3 | -26% | -1% | 27% | -3 | -1%
